PostGolgi ctrl – growth inhibition of yeast control strain, primary screen, counter-screen for post-Golgi transport modulator project; efflux-deficient yeast background strain, growth absorbance A615, 16 h; inhibition, % at 10 µM; actives 5% (n = 98,000); AID 738, 2007
DAT uptake mod – changed hDAT dopamine uptake under cocaine IC80, either direction, primary screen, cocaine antagonist project, cell-based, LLC-PK1 hDAT, [14C]-dopamine uptake, MLSMR. Sodium-dependent dopamine transporter (Homo sapiens), Q01959. LLC-PK1 hDAT cells, [14C]-dopamine uptake with cocaine IC80; actives deviate in either direction. B-score at 10 µM. actives 1.3% (n = 110,000). AID 449768, 2010;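 active means Z score or B-score, a plate-position-corrected score, falls beyond the plate's 99.7% confidence bounds, in either direction; inactive means both scores lie inside the 99.7% bounds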;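 further: scored against the spread of the other compound wells on the same plate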
PostGolgi yeast – phenotypic screen on post-Golgi transport, primary screen. post-Golgi transport phenotypic cell assay. inhibition, % at 10 µM. actives 0.9% (n = 98,000). AID 739, 2007;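 further: yeast cells grown in 1536-well plates; yeast grown about 18 h at 30C before absorbance read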
Ecoli WT expand – growth inhibitors of wild-type E. coli, primary screen, strain BW25113, expanded library, OD600 | OD600 absorbance | growth inhibition, % at 100 µM | actives 0.15% (n = 98,000) | AID 710, 2007;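 active means growth inhibition above about 50% at one test dose, limit read from the data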;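 further: growth measured after 20 h incubation at 37 °C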
CYP2C9 inh – blockers of cytochrome P450 2C9 activity – biochemical, luminescence, ADME assay, primary screen. CYP2C9 Supersomes, luciferin-H conversion. actives 20% (n = 96,000). inhibition, % at 5 µM. AID 777, 2007. P11712;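 active means blocking of liver enzyme CYP2C9 beyond about 50% at 5 µM, limit read from the data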; further: values of inactives mirror those of a sister screen read the other way
LYP inh 2 – PTPN22 phosphatase inhibitors, primary screen, biochemical, DiFMUP fluorescence, 2 µM. Tyrosine-protein phosphatase non-receptor type 22 (Homo sapiens), Q9Y2R2. recombinant LYP catalytic domain. inhibition, % at 2 µM. actives 0.21% (n = 96,000);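 active means inhibition at 2 µM at or above a set limit, the screen mean plus 3 SD, cut at about 24% in these data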;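 further: 0% = DMSO with enzyme and 100% = enzyme fully blocked by orthovanadate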
Target sequence (Q9Y2R2 whole entry, looked up, the tested form may be a part): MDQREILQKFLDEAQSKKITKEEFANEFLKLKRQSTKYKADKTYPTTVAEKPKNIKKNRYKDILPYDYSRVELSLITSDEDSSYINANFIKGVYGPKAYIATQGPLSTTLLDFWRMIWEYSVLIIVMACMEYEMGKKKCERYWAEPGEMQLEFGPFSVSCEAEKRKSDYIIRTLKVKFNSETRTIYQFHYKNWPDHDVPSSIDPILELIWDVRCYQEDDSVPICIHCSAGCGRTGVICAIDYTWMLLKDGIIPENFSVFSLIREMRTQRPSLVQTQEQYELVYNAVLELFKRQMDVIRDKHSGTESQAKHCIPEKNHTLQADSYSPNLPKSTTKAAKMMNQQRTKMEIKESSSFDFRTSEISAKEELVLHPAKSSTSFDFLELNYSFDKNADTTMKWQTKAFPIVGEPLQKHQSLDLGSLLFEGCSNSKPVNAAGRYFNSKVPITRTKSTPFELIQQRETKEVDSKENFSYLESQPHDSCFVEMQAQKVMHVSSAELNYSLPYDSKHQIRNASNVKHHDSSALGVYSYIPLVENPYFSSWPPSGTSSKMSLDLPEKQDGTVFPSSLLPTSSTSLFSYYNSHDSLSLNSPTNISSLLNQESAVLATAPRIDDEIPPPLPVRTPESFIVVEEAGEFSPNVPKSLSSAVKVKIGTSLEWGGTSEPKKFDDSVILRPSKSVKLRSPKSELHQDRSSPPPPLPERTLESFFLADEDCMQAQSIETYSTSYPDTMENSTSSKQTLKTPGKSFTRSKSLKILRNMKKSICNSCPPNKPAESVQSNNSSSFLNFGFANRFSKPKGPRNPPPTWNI
PTPN22 act – LYP phosphatase activators, primary screen, biochemical, DiFMUP fluorescence, 2 µM. actives 0.11% (n = 96,000). recombinant LYP; 0 = plate median, 100 = signal doubled. activation, % at 2 µM. Tyrosine-protein phosphatase non-receptor type 22 (Homo sapiens), Q9Y2R2;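 active means activation at 2 µM above a set limit, the mean plus 5 SD, cut at about 37% in these data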
Pyk2 oligo antag – antagonists of Pyk2 self-association, primary screen, Q293 cells, FERM NanoBiT luminescence, HTS. Protein-tyrosine kinase 2-beta (Homo sapiens), Q14289. stronger effect = lower value. z-score (the deposit names both 25 µM and 10 µM). actives 0.83% (n = 99,000). AID 1347419, 2020;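 active means Z-score of -3 or lower, scaled per plate to the spread of control and sample wells; inactive means z-score above -3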;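 further: negative z-score means lost luminescence so less FERM oligomerization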
CYP2C9 activ – human CYP2C9 activators, primary screen, biochemical, luminescence | Cytochrome P450 2C9 (Homo sapiens), P11712 | recombinant CYP2C9, luciferin-H conversion; stronger effect = higher value; factor 1 = untreated enzyme, 0 = blocked | activation factor at 5 µM | actives 1.4% (n = 96,000) | AID 1024, 2008;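 active means activation factor of 2 or more for CYP2C9 at a 5 µM dose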;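 further: 0 = sulfaphenazole-blocked wells and 1 = vehicle-only wells; values of inactives mirror those of a sister screen read the other way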
An asterisk follows results filed as active; / = not tested or not shown. Unless noted, no stated cut-off is given here; in the data, active means inhibition above about 30%; inactive means the rest.

Preview (three entries):
Every second line gives: PostGolgi ctrl	DAT uptake mod	PostGolgi yeast	Ecoli WT expand	CYP2C9 inh	LYP inh 2	PTPN22 act	Pyk2 oligo antag	CYP2C9 activ
> CCC(C(=O)N1CCN(c2cccc(Cl)c2)CC1)c1ccccc1 (centres undefined)
  12	-0.83	-18	-6	100*	-4	3	-0.36	0
> CCOC(=O)C1CCN(c2cc(=O)n(-c3ccccc3Cl)c(=O)[nH]2)CC1
  /	-0.16	/	/	/	-15	9	0.3	/
> COc1ccc(C2(C(=O)Nc3nncs3)CCCC2)cc1
  -1	-0.66	-5	3	31	2	-5	0.09	0.7

The whole of this part, previewed entries included:
Every second line gives: PostGolgi ctrl	DAT uptake mod	PostGolgi yeast	Ecoli WT expand	CYP2C9 inh	LYP inh 2	PTPN22 act	Pyk2 oligo antag	CYP2C9 activ
> CCC(C(=O)N1CCN(c2cccc(Cl)c2)CC1)c1ccccc1 (centres undefined)
  12	-0.83	-18	-6	100*	-4	3	-0.36	0
> CCOC(=O)C1CCN(c2cc(=O)n(-c3ccccc3Cl)c(=O)[nH]2)CC1
  /	-0.16	/	/	/	-15	9	0.3	/
> COc1ccc(C2(C(=O)Nc3nncs3)CCCC2)cc1
  -1	-0.66	-5	3	31	2	-5	0.09	0.7
> O=[n+]1c2c(n([O-])c3cc(F)c(F)cc31)CCCC2
  -5	-0.52	9	5	-16	4	-5	0.37	1.2
> Cc1nc2ccc(S(=O)(=O)N(C)CC(=O)NCc3ccc4c(c3)OCO4)cc2s1
  1	0.029	-1	-13	53*	1	-2	1.1	0.5
> CCN(CC)S(=O)(=O)c1ccc(NC(=O)c2ccc(NS(C)(=O)=O)cc2)cc1
  10	-0.026	1	2	-42	-4	5	0.53	1.4
> COc1cccc(-n2nc(-c3ccnn3-c3ccc(F)cc3)c(=O)n(C)c2=O)c1
  20	0.45	8	-3	80*	4	-2	-0.57	0.2
> C=CCSc1nc2ccccc2n1C(=O)/C=C/c1cc(OC)c(OC)c(OC)c1
  38*	/	3	-9	78*	4	0	-1.7	0.2
> CC(SCc1cn2cc(Cl)ccc2n1)C(=O)O (centres undefined)
  10	0.32	3	-11	-4	-6	8	0.35	1
> c1ccc(OCCSc2nnnn2-c2ccccc2)cc1
  8	-0.55	1	-3	36	-6	5	-2.4	0.6
> C=CCn1c(N)c(C(=O)NC2CCCCC2)sc1=S
  1	0.74	11	-1	36	4	-2	0.36	0.6
> COc1ccc(C(=O)/C(C)=N/O)cc1OC
  2	-1	3	-3	-9	5	-6	0.72	1.1
> CC1CCN(C(=O)c2cc3nc(-c4ccccc4)cc(-c4ccccc4)n3n2)CC1
  24	-0.26	0	-21	24	3	-2	-1.9	0.8
> O=C(NCC1COc2ccccc2O1)c1cc2ccccc2o1 (centres undefined)
  /	-0.4	/	/	/	-3	5	0.68	/
> O=C(Cn1nnc(-c2ccc3c(c2)OCO3)n1)NCc1ccco1
  4	-0.019	3	-2	17	-12	7	0.68	0.8
> Cc1ccc(C(=O)O)cc1NC(=O)c1cccs1
  /	-0.1	/	/	/	8	-7	-0.07	/
> O=c1cc(-c2ccc(F)cc2)oc2ccccc12
  /	0.22	/	/	/	-10	10	-0.93	/
> c1ccc2c(c1)oc1c(Nc3ccc4c(c3)OCCO4)ncnc12
  3	0.065	4	0	-6	4	0	-2.7	1.1
> CCCC(c1nnnn1CCc1ccccc1)N1CCC(C(N)=O)CC1 (centres undefined)
  /	-0.061	/	/	/	-3	3	0.2	/
> CCCn1c(SCC(=O)c2cc(OC)ccc2OC)nnc1C(C)C
  10	0.63	18	1	16	3	-5	0.17	0.8
> CCOC(=O)c1cnc2cc(-c3ccc(Cl)cc3)nn2c1N
  -6	0.9	-5	-1	0	2	2	0.15	1
> Cc1ccc(Oc2ncccc2/C=N/OCc2ccc(Cl)c(Cl)c2)cc1
  -1	0.036	3	-12	-17	7	-5	1.1	1.2
> O=C1C(c2ccc(F)cc2)N(Cc2ccc3c(c2)OCO3)C(=O)CN1C1CCCCC1 (centres undefined)
  3	-0.44	-4	6	33	-10	8	-0.57	0.7
> CC(=O)Oc1ccc(CCC(C)OC(C)=O)cc1 (centres undefined)
  -1	-1.4	-6	1	4	1	-3	0.46	1
> CCCc1cc(C(=O)N(C2CCCCC2)C2CCCCC2)no1
  23	0.28	11	5	81*	5	-4	/	0.2
> CCOC(=O)N1CCN(CCC(=O)Nc2ccc(OC)cc2OC)CC1
  /	0.76	/	/	/	11	-12	-0.71	/
> COc1cc(N/C(=N/S(=O)(=O)c2ccccc2)c2ccccc2)ncn1
  11	0.16	-4	-2	8	-14	9	-0.55	0.9
> COc1ccc(/C=C(/NC(=O)c2ccccc2)c2nc3ccccc3[nH]2)cc1OC
  8	-0.073	7	-8	4	-7	10	-0.6	1
> CCOc1ccccc1C(=O)NC(CO)C(=O)O (centres undefined)
  -12	-0.061	19	-13	-6	-3	4	-0.01	1.1
> O=C(O)c1ccccc1OCCOc1ccccc1
  0	0.58	0	-4	-2	-3	6	-0.03	1
> CCOC(=O)c1sc(N)c(C#N)c1CSc1nnc(C2CCCCC2)n1N
  5	0.051	9	-8	78*	-2	0	0.51	0.2
> CCOc1ccc(CCNC(=O)C(CC)n2nc(C)n3c(cc4sccc43)c2=O)cc1OCC (centres undefined)
  5	1.8	-1	5	52*	-2	2	0.28	0.5
> COc1ccc(-c2nnc3n2C(C)(C)Cc2cc(OC)c(OC)cc2-3)cc1
  9	-1.2	-5	2	-63	3	2	/	1.6
> Cc1occc1C(=O)NCc1cccs1
  8	-0.16	4	-3	/	-5	3	-0.61	/
> CCOC(=O)c1c(NC(=O)COc2ncnc3sccc23)sc2c1CCC2
  0	-1	1	-8	-8	5	-4	0.02	1.1
> CCOC(=O)CSc1nnc(NCC(=O)OC(C)C)c(=O)[nH]1
  -8	-0.13	1	3	-21	-6	2	-0.39	1.2
> O=C(CCn1c(=O)oc2ccccc21)NC1=NCCS1
  /	0.0022	/	/	/	-2	-2	-0.61	/
> COc1ccc(CN2C(=O)c3ccccc3C2C(=O)NCC2CCCO2)c(OC)c1 (centres undefined)
  18	-1.9	7	-1	14	-6	3	1.3	0.9
> Cc1onc(-c2ccccc2Cl)c1C(=O)NCc1ccccc1
  11	-0.13	-3	-3	58*	3	-2	-0.7	0.4
> O=C(CC(CC(=O)c1ccccc1)C(=O)O)c1ccccc1
  -6	0.5	-4	6	35	5	-3	0.87	0.6
> O=C(CN1C(=O)CSC1=O)Nc1ccccc1F
  16	-0.04	-1	1	11	-4	1	0.54	0.9
> Cc1ccc(SCC(=O)Nc2cccc(C(=O)NC(C)(C)C)c2)cc1
  7	1.4	11	11	58*	-13	16	0.73	0.4
> COc1ccccc1CC(NC(C)=O)C(=O)N1CCN(C(=O)Nc2ccccc2Cl)CC1 (centres undefined)
  7	0.077	2	-1	-17	7	-5	0.43	1.2
> Cc1ccc2c(c1)C(O)(CC(=O)c1ccc3c(c1)OCO3)C(=O)N2 (centres undefined)
  17	-1.5	-5	6	22	-5	2	-0.5	0.8
> CN(C)C(=O)N1CCC(C(=O)NCc2ccccc2)CC1
  38*	-1.2	-8	3	6	/	/	-0.35	0.9
> Cn1cnnc1SCC(=O)NCCC(c1ccccc1)c1ccccc1
  4	-0.11	7	1	32	14	-11	-0.6	0.7
> O=C(CSc1nncs1)Nc1ccc2c(c1)OCCO2
  6	-0.01	0	10	-6	-6	5	-0.25	1.1
> Cc1nn(C(=O)c2ccco2)c(C)c1Sc1ccc([N+](=O)[O-])cc1
  7	-0.29	9	-7	-1	/	/	0.94	1
> CCOC(=O)CCC(=O)NCc1ccc2[nH]c(C)cc2c1
  7	-1.1	0	-2	/	5	-1	-0.88	/
> CNC(=O)CN1C(=O)c2ccccc2S1(=O)=O
  14	-0.14	-5	-3	-6	/	/	/	1.1
> Cc1cccc(NC(=S)N2N=CCC2c2ccccc2)c1 (centres undefined)
  13	0.58	-8	3	2	-1	5	0.7	1
> COC(=O)c1cn(C(=O)c2cccs2)c2ccccc12
  11	-0.036	-2	9	59*	-5	2	-0.44	0.4
> CCOC(=O)c1nnn(-c2nonc2N)c1CS(=O)(=O)c1ccccc1
  10	-1.5	10	3	37	-7	8	1.3	0.6
> CCOC(=O)N1CCN(c2c(N3CCC(N4CCCCC4)CC3)c(=O)c2=O)CC1
  0	1	-5	2	0	-6	4	/	1
> CN(C)CCCNS(=O)(=O)c1cc(Cl)ccc1Cl
  6	-0.056	-8	3	-10	-20	18	-0.52	1.1
> CC1Cc2nc(SCC(=O)Nc3nccs3)n(C)c(=O)c2S1 (centres undefined)
  1	1.4	2	4	17	0	-1	/	0.8
> CCn1c(SCC(=O)N2CCN(c3ccccc3F)CC2)nnc1-c1ccoc1C
  6	2.7*	-7	-2	53*	8	-10	0.38	0.5
> CCOC(=O)c1sc(NC(=O)c2ccc(Cl)s2)cc1C
  6	-0.0056	-6	-5	1	4	-7	/	1
> CCN1CCN(CC(=O)c2c[nH]c3ccc(C)cc23)CC1
  3	0.22	2	4	51*	-5	8	0.71	0.5
> CCOc1ccc(CCNC(=O)CCc2nc(-c3ccc(OC)cc3)no2)cc1OCC
  0	0.032	-9	0	47	6	-5	0.94	0.5
> CCOC(=O)Cn1nnc(-c2cccc(OC)c2)n1
  2	0.22	-4	7	-10	-7	6	-0.76	1.1
> CCN(CC)Cc1c(O)ccc2c(=O)c(-c3ccc4c(c3)OCCO4)coc12
  -3	0.065	-2	7	4	-8	12	-1.6	1

Bioassay records: PubChem BioAssay, several laboratories
